Source: PubChem BioAssay
ZTA DNA inh – blocks Epstein-Barr virus ZTA, an EBNA-1 counter-screen; P03206; actives 0.15% (n = 320,000); AID 2234; ZTA-DNA binding, fluorescence polarization; inhibition, % at 11 µM; in the data active means inhibition above about 33%
Target sequence (P03206 whole entry, looked up): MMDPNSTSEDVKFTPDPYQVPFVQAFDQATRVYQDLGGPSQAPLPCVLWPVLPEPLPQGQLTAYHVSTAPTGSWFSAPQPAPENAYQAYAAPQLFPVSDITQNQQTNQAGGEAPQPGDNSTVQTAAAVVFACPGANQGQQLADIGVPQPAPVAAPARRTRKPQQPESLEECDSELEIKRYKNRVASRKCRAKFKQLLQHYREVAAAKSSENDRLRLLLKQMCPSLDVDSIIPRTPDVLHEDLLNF
Fh CTSL1 inh – Fasciola hepatica cathepsin L1 inhibitors, primary screen, counter-screen for PFM18AAP inhibitor project, biochemical, QFRET, fluorogenic peptide substrate. recombinant F. hepatica cathepsin L1, Z-Leu-Arg-MCA fluorescence. inhibition, % at 5.96 µM. actives 0.49% (n = 300,000);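 active means inhibition above the mean of all tested compounds plus 3 SD, set per screening campaign, cut at about 17% in these data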;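 further: 0% = plate median of test compound wells and 100% = 1 µM Z-Phe-Ala-diazomethylketone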
EBNA-1 inhibitor – EBNA-1 DNA-binding inhibitors, primary screen, biochemical, fluorescence polarization; actives 0.34% (n = 300,000); inhibition, % at 14.8 µM; in the data active means inhibition above about 28%
core dimer inh – inhibitors of HCV core protein dimerization, primary screen, biochemical, TR-FRET, high-throughput; inhibition, % at 5 µM; actives 0.33% (n = 300,000); TR-FRET GST/Flag-core106 dimerization, 1536-well;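 active means inhibition above the mean of all tested compounds plus 3 SD, set per screening campaign, cut at about 45% in these data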
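Test system: GST/Flag-tagged HCV core106 proteins; Medium: KF-containing HEPES buffer, pH 7.45, DTT, CHAPS, BSA; Times: compound-protein-antibody incubation 4 h at 22.5 °C; Detection: TR-FRET 671 and 617 nm emission; Benchmarks: wells lacking GST-core106 and wells with excess unlabelled core106.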
PP5 primary – PP5 phosphatase inhibitors, primary screen, biochemical, fluorescence; actives 0.18% (n = 320,000); AID 1987, 2009; inhibition, % at 6.7 µM; purified PP5c, OMFP substrate fluorescence;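 active means inhibition above the campaign's mean inhibition across all tested compounds plus 3 SD, cut at about 9.5% in these data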;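 further: 0% = DMSO only and 100% = 100 µM cantharidin control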
Target sequence (P53041 whole entry, looked up): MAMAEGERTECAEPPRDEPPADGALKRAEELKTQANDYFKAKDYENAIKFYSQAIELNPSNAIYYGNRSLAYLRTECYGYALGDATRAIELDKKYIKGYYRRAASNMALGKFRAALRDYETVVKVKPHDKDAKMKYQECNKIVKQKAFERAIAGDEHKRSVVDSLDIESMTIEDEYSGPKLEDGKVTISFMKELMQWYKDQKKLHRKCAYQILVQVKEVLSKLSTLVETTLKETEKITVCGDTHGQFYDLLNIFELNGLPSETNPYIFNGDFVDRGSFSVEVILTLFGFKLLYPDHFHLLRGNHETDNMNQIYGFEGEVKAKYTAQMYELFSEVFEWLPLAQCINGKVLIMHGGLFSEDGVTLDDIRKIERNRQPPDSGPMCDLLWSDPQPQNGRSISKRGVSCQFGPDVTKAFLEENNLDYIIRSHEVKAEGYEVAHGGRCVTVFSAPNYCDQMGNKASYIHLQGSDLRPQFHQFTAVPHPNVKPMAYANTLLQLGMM
GASC-1 inh – inhibitors of GASC-1 histone demethylase, primary screen, biochemical, fluorescence, DELFIA europium; Lysine-specific demethylase 4C (Homo sapiens), Q9H3R0; GST-JMJD2C(1-420) H3K9me3 demethylation; inhibition, % at 2.35 µM; actives 0.069% (n = 330,000);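 active means more than half of a compound's replicate wells show inhibition beyond 50%, single wells judged on their own value; inconclusive means some, but no more than half, of replicates pass 50% inhibition; inactive means no replicate passes 50% inhibition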;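 further: signal counts dimethyl H3K9 product captured on neutravidin plate; 0% = median of DMSO wells and 100% = 0.3 times that DMSO median; strong numbers were not always called active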
PP1 counter – PP1-alpha phosphatase inhibitors, primary screen, counter-screen for PP5 inhibitor project, biochemical, fluorescence, OMFP substrate, single point | purified PP1alpha | inhibition, % at 6.7 µM | actives 0.9% (n = 320,000);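 active means inhibition above the mean inhibition of all tested compounds plus 3 SD, computed separately for each screening campaign, cut at about 15% in these data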
Target sequence (P62136 whole entry, looked up): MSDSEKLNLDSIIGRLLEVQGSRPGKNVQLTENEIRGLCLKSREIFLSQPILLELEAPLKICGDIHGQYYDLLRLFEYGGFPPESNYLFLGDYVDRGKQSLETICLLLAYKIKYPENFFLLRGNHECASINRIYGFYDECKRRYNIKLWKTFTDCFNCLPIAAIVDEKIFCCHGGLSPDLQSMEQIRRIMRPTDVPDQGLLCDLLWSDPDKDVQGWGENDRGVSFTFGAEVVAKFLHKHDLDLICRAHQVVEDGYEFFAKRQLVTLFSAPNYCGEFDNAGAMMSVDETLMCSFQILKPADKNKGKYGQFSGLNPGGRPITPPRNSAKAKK
TPT1 inh – Candida albicans TPT1 enzyme inhibitors, primary screen, biochemical, fluorescence polarization. tRNA 2'-phosphotransferase TPT1 (Candida albicans SC5314). recombinant caTPT1, FP RNA substrate dephosphorylation. inhibition, % at 5 µM. actives 0.81% (n = 300,000). AID 1962, 2009;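 active means inhibition above the mean of all tested compounds plus 3 SD, set per screening campaign, cut at about 24% in these data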;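 further: plate controls were DMSO alone for no effect and ferristatin control at 100 nM for full effect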
CR mimetic SO – reduction of superoxide in aged yeast, primary screen, HTS; S. cerevisiae aged cells, superoxide DHE fluorescence; hits give low values; superoxide response (% of plate mean), % at 10 µM; actives 0.18% (n = 330,000); AID 2690, 2010;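 active means superoxide response under a set limit, about three screen SD below normal, cut at about 65% in these data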;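 further: yeast aged for seven days with compound at 30 °C before DHE staining; 100% = average MFI of all compound-treated wells on the plate with controls excluded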
* = called active by the depositor; ? = inconclusive; · = not tested or not shown.

SMILES | ZTA DNA inh | Fh CTSL1 inh | EBNA-1 inhibitor | core dimer inh | PP5 primary | GASC-1 inh | PP1 counter | TPT1 inh | CR mimetic SO
C/C(=N/NC(=O)CNC(=O)C1COc2ccccc2O1)c1ccc([N+](=O)[O-])cc1 (stereo not drawn) | 5.5 | 5.0 | 5.4 | 9.1 | -0.2 | 3.7 | -2.0 | -2.3 | 97.5
Cc1cc(OCC(=O)NCCCN2CCCC2=O)c2c(C)c(C)c(=O)oc2c1 | -1.5 | 0.9 | 4.2 | 4.4 | 0.1 | 1.3 | -2.5 | -2.4 | 87.6
CC(C)(CO)Nc1ccc([N+](=O)[O-])cc1[N+](=O)[O-] | -7.3 | 8.5 | 7.5 | -1.0 | -1.7 | ? | 0.3 | -6.1 | 103.8
CCCc1ccc(-c2c(C)sc(NC(=O)c3ccnn3C)c2C#N)cc1 | 9.6 | -0.3 | 5.5 | 12.1 | 0.6 | -10.7 | -1.1 | 3.1 | 99.4
O=C1CSC(c2ccccn2)N1Cc1cn2ccccc2n1 (stereo not drawn) | 11.5 | -0.6 | 4.4 | 2.2 | 0.2 | · | -3.9 | -3.1 | 85.4
C/C(=N\NS(=O)(=O)c1ccc(C)cc1)c1ccc(Br)s1 | -2.2 | 1.3 | 13.7 | -0.2 | -0.2 | -7.2 | -2.8 | -2.3 | 109.8
O=C(Nc1ccc(F)cc1)C(Sc1nnc2ccccn12)c1ccccc1 (stereo not drawn) | -8.6 | 1.2 | 2.2 | -8.3 | 1.2 | 4.2 | 1.3 | -5.7 | 103.7
Cc1cc(NC(=O)Cn2nc(C(=O)O)c3ccccc3c2=O)ccc1Br | -9.8 | -3.4 | -14.1 | 12.3 | -1.8 | -19.2 | 4.5 | 0.1 | 114.4
Cc1ccc(CNC(=O)c2cn(C3CCCCC3)c(=O)c3c2c2ccccc2n3C)o1 | -5.6 | 4.3 | 3.7 | 4.8 | 3.0 | -5.5 | 5.3 | -1.8 | 104.0
CC1CN(S(=O)(=O)c2ccc(C(=O)Nc3ccc(S(=O)(=O)Nc4ncccn4)cc3)cc2)CC(C)O1 (stereo not drawn) | 6.6 | 3.9 | -5.5 | -1.3 | 0.9 | -5.3 | -0.5 | -1.3 | 97.4
N#Cc1cc(Cl)c(N2CCOCC2)cc1C#N | -0.4 | -1.3 | -9.5 | -6.7 | 1.3 | 10.3 | 6.4 | -4.7 | 106.3
CCn1c(SCC(=O)c2c(N)n(C)c(=O)n(C)c2=O)nnc1-c1ccccc1 | 3.1 | -3.5 | 16.6 | 1.8 | 0.8 | -1.5 | -0.3 | 1.3 | 99.3

Ordered by the number under TPT1 inh (descending): some entries from above
SMILES,TPT1 inh
CCn1c(SCC(=O)c2c(N)n(C)c(=O)n(C)c2=O)nnc1-c1ccccc1,1.3
N#Cc1cc(Cl)c(N2CCOCC2)cc1C#N,-4.7
CC(C)(CO)Nc1ccc([N+](=O)[O-])cc1[N+](=O)[O-],-6.1

Following part
SMILES | ZTA DNA inh | Fh CTSL1 inh | EBNA-1 inhibitor | core dimer inh | PP5 primary | GASC-1 inh | PP1 counter | TPT1 inh | CR mimetic SO
Cn1c(=O)n(Cc2ccccc2F)c2ccccc21 | -7.0 | 0.4 | -2.4 | -4.1 | -0.6 | 17.2 | 1.2 | -1.1 | 109.8
CCN(CC)CCCNC(=O)CSc1c2c(nc3cc(Cl)ccc13)CCCC2 | -12.5 | 6.5 | -4.1 | -0.7 | 1.4 | -3.0 | 1.3 | -2.3 | 79.5
Cc1ccccc1C(=O)Nc1ccnn1C1CCN(C(=O)c2cnsn2)CC1 | 0.3 | -0.8 | -28.4 | -6.1 | 1.4 | 3.4 | -0.5 | 1.2 | 96.6
COc1ccccc1NC(=O)C1CCCN(c2nc(C)cc(C)n2)C1 (stereo not drawn) | -9.4 | -4.6 | 11.9 | -3.7 | 1.2 | 3.3 | -1.2 | -3.6 | 96.1
CCN(CC(=O)Nc1ccccc1OC)C(=O)COc1ccc2ccccc2c1 | 2.4 | -0.1 | -0.6 | 2.8 | 1.4 | -5.2 | -1.6 | -2.3 | 99.1
CC(=O)Nc1nc(C)c(-c2csc(Nc3ccc(O)cc3)n2)s1 | -20.3 | 6.1 | -1.9 | -27.6 | 1.6 | · | 0.5 | -2.5 | 73.6
COc1ccc(Cl)cc1NC(=O)COc1cccc(-n2cnnn2)c1 | 9.7 | 2.1 | 12.6 | -5.7 | 0.6 | 5.4 | 0.0 | -2.1 | 87.6
COc1cccc(CN(C)CC(=O)NCc2ccc(F)cc2)c1OC | 20.0 | 0.3 | -5.6 | 2.1 | 12.1* | 0.9 | -9.2 | 3.7 | 38.8*
Cc1ccc(OC(=O)Nc2ccccc2)cc1 | -6.7 | -3.7 | -5.0 | 1.1 | -0.1 | -1.1 | -6.0 | 2.1 | 100.1
Cc1ccc(C(=O)Nc2cccc(C(=O)N3CCOCC3)c2)cc1 | -4.1 | 0.4 | -11.7 | 1.5 | 4.4 | 8.2 | -1.9 | -1.0 | 108.5
COc1ccc(CNC(=O)c2cccnc2Sc2ccc(C)c(C)c2)cc1 | -6.1 | -2.3 | -2.9 | 5.3 | 1.2 | 3.0 | -0.9 | -2.0 | 115.1
O=C(O)C1CC=CCC1C(=O)NNc1ccccc1 (stereo not drawn) | 7.9 | -0.3 | 1.1 | -2.4 | -0.5 | -2.6 | -4.5 | 0.4 | 97.0
O=C(N[C@@H](Cc1ccccc1)C(=O)N1CCN(S(=O)(=O)c2cccc(F)c2)CC1)c1ccco1 | -9.2 | · | · | · | 5.9 | -5.9 | -1.7 | · | 131.8
CCS(=O)(=O)n1nc(-c2ccc(Cl)cc2)nc1N | -0.5 | -4.4 | 7.1 | -6.4 | 3.2 | -7.0 | -2.4 | -2.3 | 100.4
CCCNCC(O)Cn1c2ccccc2n2c(=O)cc(C)c(C#N)c12 (stereo not drawn) | 11.9 | 2.8 | 24.0 | 6.4 | 1.1 | 4.4 | 0.5 | 5.7 | 96.8
COc1cc(NC(=O)c2ccc(Br)cc2)c(OC)cc1NC(=O)c1ccccc1 | -18.1 | 0.2 | 57.0* | 14.3 | 1.0 | -10.4 | -0.4 | -2.2 | 94.5
COc1ccc(-n2c(Cn3nnc4ccccc43)n[nH]c2=S)cc1 | -7.3 | 4.5 | 11.1 | -10.8 | 0.3 | -2.1 | 1.4 | -0.4 | 92.0
NC(=O)C1(N2CCCCC2)CCN(C(=O)CSc2nc(C(F)(F)F)cc(=O)[nH]2)CC1 | -6.7 | -3.1 | -11.7 | 3.0 | 3.5 | -8.8 | -0.6 | 4.9 | 99.0
O=C(NCc1csc(-c2cccs2)n1)c1ccccc1 | 6.0 | -1.5 | -7.7 | 2.6 | 1.2 | 10.4 | -4.6 | -2.7 | 83.2
CCOC(=O)CNC(=O)/C(=C\c1ccc(F)cc1)NC(=O)c1ccccc1 | 2.6 | -0.9 | -2.8 | 3.8 | 0.2 | -16.4 | 2.3 | -8.4 | 112.9
COc1ccc(OC)c(NC(=O)C2CCN(c3nc(C)cc(C)n3)CC2)c1 | -4.6 | -1.4 | -1.4 | -7.2 | 0.4 | 2.4 | 0.3 | -2.1 | 95.5
O=C(CCCCCNS(=O)(=O)c1ccc(Br)cc1)NCCN1CCOCC1 | -10.8 | -1.0 | -1.2 | -2.4 | 0.5 | · | -1.8 | 0.3 | 68.9
CC(=O)c1cccc(NC(=O)COC(=O)CCc2ccc(S(=O)(=O)N3CCOCC3)cc2)c1 | -3.9 | -7.4 | 6.9 | 3.2 | -1.8 | -3.9 | -3.0 | 0.3 | 90.4
CC1CCC2=NN(C(=O)c3ccco3)C(O)(C(F)(F)F)C2C1 (stereo not drawn) | -17.4 | 0.0 | -13.1 | -3.6 | 2.3 | 12.2 | -5.3 | -2.2 | 112.2
CN(C)C(=O)CSc1nnc(Cc2ccc3c(c2)OCO3)o1 | -8.4 | -3.9 | -7.5 | -6.9 | 0.8 | 82.0 | -2.7 | 0.2 | 109.5
Brc1ccc(/C=C/C=N/Nc2nc3ccccc3s2)cc1 | 6.2 | 7.0 | -5.2 | -3.5 | -0.5 | -26.2 | 3.2 | 0.2 | 103.8
COc1cccc(Oc2ccc(N)cn2)c1 | -0.2 | 0.5 | -8.0 | -4.2 | 1.8 | 0.4 | -2.4 | 2.6 | 96.5
Cc1nc(NC(CC(C)C)C(=O)O)c2nc(C)oc2n1 (stereo not drawn) | -2.1 | -1.5 | -8.8 | 3.9 | 11.7* | 2.7 | -4.4 | -3.1 | 127.1
CC(Nc1nc(Nc2ccc(F)cc2)nc(SCC(N)=O)n1)c1ccccc1 (stereo not drawn) | -3.5 | 1.2 | -7.6 | 3.7 | 5.0 | 18.2 | 2.2 | 0.0 | 104.8
CCC(C)C(=O)Nc1cc(C(=O)OC)cc(C(=O)OC)c1 (stereo not drawn) | -8.4 | -3.2 | 0.5 | 0.9 | 2.7 | -2.3 | -0.6 | -2.3 | 81.7
CCN1CCN(C(=O)CS(=O)Cc2nc(-c3cccc(C)c3)oc2C)CC1 (stereo not drawn) | 0.3 | -0.7 | 0.7 | 11.2 | 1.9 | -28.8 | -4.1 | 0.5 | 129.9
O=C(Nc1ccccc1)Nc1cc(S(=O)(=O)N2CCOCC2)ccc1N1CCCC1 | 18.2 | 2.6 | 5.1 | -3.7 | 5.0 | 2.5 | 3.8 | 0.3 | 115.0
Cc1cc(C)nc(/N=C(\N)Nc2cc([N+](=O)[O-])ccc2C)n1 | -8.7 | -0.8 | 1.9 | -3.8 | -0.3 | -1.8 | -1.3 | -0.7 | 94.5
O=C(O)C1CC1C(=O)Nc1cc(F)ccc1F (stereo not drawn) | -2.2 | -0.5 | -0.8 | -0.9 | -0.3 | 6.0 | -3.4 | 3.6 | 99.7
COc1cccc(CN2CC(C(=O)NC3CCC(O)CC3)CCC2=O)c1 (stereo not drawn) | 3.4 | 0.0 | 2.7 | -1.9 | 0.9 | 10.1 | -3.9 | 0.7 | 102.4
CCOc1ccc(NC(=O)CCC(=O)NNC(=O)COc2ccccc2C)cc1 | 8.0 | -26.1 | 9.2 | 1.1 | 0.8 | -8.8 | -3.4 | -1.3 | 105.0
CC1CCN(S(=O)(=O)c2ccc(C(=O)NCc3ccc4c(c3)OCO4)cc2)CC1 | -10.8 | -2.4 | -10.3 | 0.3 | 4.1 | -6.6 | -2.5 | 4.4 | 111.5
CCOC(=O)c1c(C)n(C)c2ccc(O)c(CN3CCC(C)CC3)c12 | 6.5 | -3.2 | -2.3 | -6.9 | 4.3 | -0.8 | 4.2 | 1.3 | 107.1

Three structures already listed, arranged by length of the SMILES, lowest first:
SMILES | ZTA DNA inh | Fh CTSL1 inh | EBNA-1 inhibitor | core dimer inh | PP5 primary | GASC-1 inh | PP1 counter | TPT1 inh | CR mimetic SO
O=C(O)C1CC1C(=O)Nc1cc(F)ccc1F (stereo not drawn) | -2.2 | -0.5 | -0.8 | -0.9 | -0.3 | 6.0 | -3.4 | 3.6 | 99.7
COc1cccc(CN2CC(C(=O)NC3CCC(O)CC3)CCC2=O)c1 (stereo not drawn) | 3.4 | 0.0 | 2.7 | -1.9 | 0.9 | 10.1 | -3.9 | 0.7 | 102.4
CCOc1ccc(NC(=O)CCC(=O)NNC(=O)COc2ccccc2C)cc1 | 8.0 | -26.1 | 9.2 | 1.1 | 0.8 | -8.8 | -3.4 | -1.3 | 105.0
